From PubChem BioAssay
UTI89 phage lysis: inhibition of K1F phage lysis, E. coli UTI89, bacterial capsule biogenesis inhibitors, alamar blue (AID 488966) | actives 0.02% (n = 340,000) | E. coli UTI89 K1F phage lysis, alamar blue, 2 h; higher % means a stronger effect | inhibition, % at 100 µM, or IC50 in µM where a hit was titrated;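 active = phage lysis inhibition, versus mean bacterial control, above a set limit; inconclusive = no clear call, values can overlap the other calls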;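 note: capsule biogenesis inhibitors block K1F phage lysis so surviving cells raise fluorescence; higher fluorescence means more inhibition of phage lysis; actives were called in the ten point dose series up to 300 µM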
M17LAP inhibition: P. falciparum M17LAP inhibitors, primary screen, biochemical, fluorogenic H-Leu-NHMec substrate, 1536-well (AID 1619); recombinant M17LAP, H-Leu-NHMec fluorogenic kinetic assay; higher % means a stronger effect; one-dose inhibition, % at 30 µM; IC50 in µM for titrated hits; actives 0.38% (n = 220,000);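 active = compound inhibiting the enzyme by more than half at any dose during confirmatory dose-response retesting; inconclusive = strong single-dose inhibitors picked by rank but not retested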;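 note: plate controls were full reaction with DMSO carrier for no effect and no enzyme background for full effect; strong numbers were not always called active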
Autophagy mod: autophagy modulation, high-content screen; actives 0.98% (n = 190,000); AID 463193; MEF GFP-LC3 puncta imaging; test concentration mostly 10 µM; calls only at 10 µM (by protocol);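 active = percentage of spot-positive cells more than 3 SD above its plate mean, without a fluorescence outlier flag or 80% toxicity; inconclusive = no clear call, values can overlap the other calls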;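 note: spot-positive cell cutoff set from DMSO-treated cells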
ER stress rescue: rescue of cells from ER stress-induced death, primary screen, 384-well, CSM14.1, thapsigargin, ATP luminescence (AID 1222); CSM14.1 thapsigargin-induced death rescue, ATP luminescence; higher % means a stronger effect; one-dose cellular ATP content (survival), % at 20 µM; EC50 in µM for titrated hits; 190,000 tested, under 10 active;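 active = EC50 below 50 µM in the dose-response confirmation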;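 note: death triggered by thapsigargin at about 15 µM added after 2 h compound pretreatment; cell ATP read after overnight thapsigargin exposure of roughly 18 to 22 hours; normalized against plate controls of thapsigargin alone and 5% DMSO vehicle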
b-catenin transl: alters nuclear translocation of beta-catenin in HeLa cells. immunofluorescence imaging. nuclear translocation activity, % at 5 µM. actives 0.3% (n = 190,000);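 active = nuclear translocation activity above 50% at 5 µM, with a well cell count of 50 or more; inconclusive = wells under 50 cells across six images, flagged as toxic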;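 note: per-cell ratio of nuclear to cytoplasmic median beta-catenin stain intensity; plate controls were DMSO negative control for no effect and GSK-3 inhibitor IX positive control for full effect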
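System: HeLa cells, endogenous beta-catenin; compound dosing: 5 µM primary single dose, 0.1% DMSO, 0.02–20 µM confirmation series; incubation: 24 h compound exposure at 37°C, 5% CO2; signal: beta-catenin immunofluorescence imaging with DAPI; evaluation: % activation, nuclear-to-cytoplasmic median beta-catenin signal ratio per cell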
Insulin prom up: MIN6 insulin promoter up-regulation; actives 0.3% (n = 190,000); MIN6 insulin promoter-GFP reporter, high-content imaging; active compounds read high; AID 1625; z-score at 5 µM;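 active = z-score above 3 at 5 µM with at least 500 cells counted in the well; inconclusive = wells under 500 cells, flagged as cytotoxic or low count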
MT stabilizer: microtubule stabilization, imaging screen. HeLa tubulin immunostaining HCS, 24 h; share of cells brighter than vehicle mean+2SD. % tubulin-high responders, % at 10 µM. actives 0.83% (n = 200,000);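 active = plate Z-score above 3 for both tubulin-high and condensed-nucleus cell shares, with cell loss under 80%, at 10 µM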;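 note: anti alpha tubulin signal scored within the nucleus-defined area of each cell; some results filed as inactive read as strong as hits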
Dynein transport: dynein cargo transport inhibition | 3617.4 mouse cells, GR-EGFP nuclear translocation imaging; test concentration mostly 20 µM; stimulated with dexamethasone, 1 µM; active compounds read low | z-score, hits read low | actives 0.47% (n = 220,000) | AID 1381;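 active = plate z-score of nuclear minus cytoplasmic receptor signal below a set negative limit, without overly bright fluorescence or cell loss, cut at about -3.5 in these data, passing the limit was not always enough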;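 note: z-score of nuclear minus cytoplasmic ring GR-EGFP intensity difference per well; some compounds called inactive have numbers as strong as hits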
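Buffer or medium – tet-free medium with charcoal-stripped serum · Signal – automated 10x imaging of fixed Hoechst-stained cells · Also added – dexamethasone agonist, 1.0 µM final, for 30 min · Incubation – induction 48 h, compound 1 h, agonist 30 min · Read-out – GR-EGFP nuclear translocation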
M1AAP inhibition: P. falciparum M1AAP inhibitors, biochemical, fluorogenic H-Leu-NHMec substrate, 1536-well (AID 1445); actives 0.42% (n = 220,000); inhibition, % at 30 µM, or IC50 in µM where a hit was titrated; recombinant M1AAP, H-Leu-NHMec fluorogenic kinetic assay; higher % means a stronger effect;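 active = primary inhibition above the hit cutoff, then over 50% inhibition at one or more dose response concentrations, cut at about 23% in these data, passing the limit was not always enough; inconclusive = conflicting primary data, or primary hits not chosen for dose response; inactive = low primary inhibition, or under 50% at every dose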;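 note: plate controls were DMSO full reaction for no effect and no enzyme background for full effect; strong numbers were not always called active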
Dynein transport cytoplasmic EGFP: also measured in Dynein transport; calls as there; z-score; measured here: cytoplasmic GR-EGFP intensity; active compounds read high
Dynein transport nuclear GR-EGFP: also measured in Dynein transport; calls as there; z-score; measured here: nuclear GR-EGFP intensity;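 lower value marks the stronger effect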
Dynein transport cell count: recorded beside Dynein transport, whose call it bears; z-score; measured here: cell count per field
Insulin prom up cell count: recorded beside Insulin prom up, whose call it bears; cell count; measured here: cytotoxicity, nuclei count;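 total cells summed across four imaged fields per well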
b-catenin transl cell count 5 µM: second read-out of b-catenin transl, no call of its own (marks repeat the call); cell count; measured here: cell count, cytotoxicity flag
MT stabilizer Hoechst-high %: also measured in MT stabilizer; calls as there; % Hoechst-high responders; measured here: nuclear condensation Hoechst responders;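 share of cells brighter than vehicle mean plus two SD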
MT stabilizer cytotoxicity %: also measured in MT stabilizer; calls as there; toxicity, %; measured here: cytotoxicity by cell density;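 0% = mean cell density of plate MIN control wells and 100% = no cells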
Autophagy mod cell loss 18 h: also measured in Autophagy mod; calls as there; toxicity, %; measured here: cell loss, nuclei count;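 cell loss after 18 h compound exposure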
* hit, by the source's call; i = inactive; ? = inconclusive; nt = no result given; [ ] = dose if it differs, or a comment.

SMILES | UTI89 phage lysis | M17LAP inhibition | Autophagy mod | Autophagy mod cell loss 18 h | ER stress rescue | b-catenin transl | b-catenin transl cell count 5 µM | Insulin prom up | Insulin prom up cell count | MT stabilizer | MT stabilizer Hoechst-high % | MT stabilizer cytotoxicity % | Dynein transport | Dynein transport cytoplasmic EGFP | Dynein transport nuclear GR-EGFP | Dynein transport cell count | M1AAP inhibition
CCn1c(SCc2ccc(C)cc2)nnc1C1CCN(S(=O)(=O)c2ccc(OC)cc2)CC1 | 1.0% | 6% | i | -13 | 6.4% | nt | nt | nt | nt | 2.6 | 1.7 | 4.4 | -0.68 | -0.16 | -0.54 | 0.014 | 5%
CSC(=O)NC(=O)NC(=O)c1ccc([N+](=O)[O-])cc1 | 0.1% | -3% | nt | nt | nt | -0.3 | 1187 | -0.24 | 1469 | nt | nt | nt | -0.093 | -0.3 | -0.09 | 0.78 | 1%
O=C(O)CSc1cc(NS(=O)(=O)c2cccc([N+](=O)[O-])c2)c2ccccc2c1O | -0.4% | 1% | nt | nt | nt | -1.6 | 1023 | -0.35 | 1180 | nt | nt | nt | -0.41 | -0.22 | -0.29 | 0.17 | 20%
O=C(N/N=C1\C(=O)c2cccc3cccc1c23)c1ccc(O)cc1 | 0.7% | -1% | i | 15 | -2.7% | 2.7 | 978 | -0.48 | 1546 | 1.6 | 0.8 | 4.1 | 0.69 | -0.2 | 0.27 | 0.25 | 14%
Cc1nn(C)cc1C(=O)NNC(=S)Nc1ccc(Cl)cc1 | -0.6% | 4% | i | -13 | -1.0% | 2.5 | 1308 | -0.39 | 1481 | 3.4 | 1.6 | 6.0 | -0.49 | -0.17 | -0.38 | -0.64 | 6%
Cc1ccc(C2=NN(C(=O)CSc3nc(N)cc(N)n3)C(c3ccco3)C2)cc1 (stereo unspecified) | -0.1% | -3% | i | -8 | -3.4% | -3.5 | 610 | -0.47 | 1310 | 3.1 | 4.4 | 1.6 | -0.39 | -0.28 | 0.66 | 0.093 | 6%
CCOC(=O)c1c(C)c(C(=O)Nc2ccc3c(c2)OCCO3)c(C)n1C | 7.8% | 3% | i | 19 | -3.3% | 0.7 | 981 | -0.3 | 1735 | 4.0 | 3.3 | 4.4 | -0.21 | -0.21 | 0.2 | 0.92 | 6%
Cc1ccc(CC(=O)Nc2nc3ccccc3s2)cc1 | -0.4% | 7% | i | 3 | 0.3% | -1.1 | 1424 | -0.68 | 1442 | 2.2 | 1.7 | 3.4 | 0.72 | 0.13 | 0.85 | -0.48 | 5%
O=c1cc(NCc2ccc3c(c2)OCO3)[nH]c(=O)n1-c1ccc(Cl)cc1 | 1.7% | -2% | i | 4 | -1.6% | -0.9 | 906 | 2.5 | 1150 | 2.2 | 2.3 | 1.4 | 0.89 | -0.16 | 0.52 | -0.22 | -1%
COc1ccccc1NC(=O)CSc1nc(N)cc(N)n1 | 6.6% | 11% | i | 1 | -0.2% | 0.7 | 814 | -0.11 | 1242 | 1.0 | 1.2 | 6.3 | -0.74 | -0.13 | -0.29 | -0.34 | -5%
Cc1nc(-c2cccs2)sc1C(=O)NN | 0.5% | 15% | nt | nt | nt | 1.7 | 1333 | nt | nt | nt | nt | nt | -0.23 | -0.11 | -0.012 | 0.25 | 0%
CN(C=[N+](C)C)c1cccc2c1C(=O)c1ccccc1C2=O | 2.9% | 3% | i | 10 | -0.1% | 0.5 | 989 | 0.9 | 1484 | 2.0 | 1.5 | 6.9 | 0.19 | -0.24 | 0.2 | 0.6 | 10%
c1ccc(-n2cnnc2SCc2cn3cccnc3n2)cc1 | 0.2% | -60% | i | 4 | -0.6% | -0.5 | 768 | -0.69 | 1400 | 3.4 | 1.4 | 3.0 | 0.37 | -0.097 | 0.11 | -1.1 | -6%
COc1ccc(Oc2ccc(NC(=O)c3ccccc3C)cc2)cc1 | 0.3% | -11% | i | -14 | -0.3% | -0.2 | 1555 | -2.4 | 1467 | 3.3 | 0.8 | 10 | 1.6 | -0.27 | 1.1 | -0.55 | 8%
CC(C)(C)NC(=O)Cn1c(=O)n(CC(=O)NC(C)(C)C)c2ccccc21 | 0.8% | -9% | i | -10 | -0.5% | 0.5 | 1505 | nt | nt | 2.3 | 2.6 | 5.1 | 0.54 | -0.23 | 0.27 | -0.69 | -1%
C=CCn1c(COc2ccccc2)nnc1SCC(=O)Nc1ccc2c(c1)OCCO2 | -0.8% | 3% | i | 12 | -0.9% | -0.7 | 853 | 0.91 | 1490 | 2.7 | 1.5 | 4.7 | -0.26 | 0.064 | -0.47 | 0.37 | -3%
N#CC1=C(N)Oc2n[nH]c(-c3cccs3)c2C1c1cccnc1 (stereo unspecified) | 0.1% | 24% | i | 6 | 0.4% | -5.4 | 953 | 0.29 | 1277 | 1.7 | 1.5 | 7.2 | 2.1 | -0.077 | 1.4 | -1.9 | 3%
CCC(=O)Nc1sc2c(c1C(N)=O)CCN(C(C)=O)C2 | -1.0% | 16% | i | 7 | -2.3% | -0.5 | 1044 | 0.89 | 1043 | 1.6 | 1.2 | 0.1 | -0.35 | -0.22 | 0.032 | 0.38 | 7%
Cc1cccc(C)c1Nc1nnc(SCC(=O)NC(=O)c2cccn2C)s1 | -7.1% | 32% | i | -5 | 5.2% | 0.2 | 1079 | 0.02 | 1456 | 2.1 | 2.6 | 8.0 | -0.69 | -0.17 | -0.35 | 0.84 | 0%
C=CCOc1ccc(CNc2ccc3[nH]c(=O)[nH]c3c2)cc1OC | -0.7% | 2% | i | -4 | -0.1% | -4.0 | 1166 | 0.13 | 1583 | 5.6 | 1.7 | 4.1 | -0.51 | -0.36 | -0.42 | 0.9 | 7%
CC1=C(C(=O)OCC(C)C)C(c2ccsc2)NC(=O)N1 (stereo unspecified) | 0.3% | 0% | i | -5 | -3.9% | -12 | 1195 | nt | nt | 3.8 | 2.4 | 6.1 | 1.1 | -0.13 | 0.43 | 0.23 | -1%
COc1ccccc1N1CCN(C(c2ccccc2)c2nnnn2CCc2ccccc2)CC1 (stereo unspecified) | 0.5% | -2% | i | 11 | 1.6% | 1.3 | 1128 | ? | nt | 2.1 | 1.0 | 3.3 | -0.66 | -0.28 | -0.81 | 0.016 | 3%
Cn1nnc2c(N3CCCCC3)nccc21 | 0.8%[50 µM] | 6% | i | -3 | -2.2% | -4.0 | 896 | nt | nt | 4.4 | 3.3 | 5.1 | 0.00057 | -0.23 | 0.19 | 0.34 | 6%
CC1(c2nnc(-c3ccc(Cl)cc3)o2)CC(c2c(Cl)cccc2Cl)=NO1 (stereo unspecified) | 0.9% | 3% | nt | nt | nt | -1.5 | 1388 | 0.15 | 956 | nt | nt | nt | -1.3 | -0.83 | -0.46 | 0.72 | -2%
O=C1CC(C(=O)Nc2ccccc2)N=C(N2CCOCC2)N1 (stereo unspecified) | -0.7% | 6% | i | 13 | -1.6% | nt | nt | nt | nt | 5.2 | 1.5 | 2.6 | 1.8 | -0.12 | 0.9 | -1.4 | 13%
COc1ccc(-c2csc3ncn(-c4ccc(C)cc4)c(=O)c23)cc1OC | 0.1% | 5% | i | -10 | 0.7% | -0.6 | 1566 | 0.47 | 1498 | 3.6 | 2.5 | 11 | 0.71 | -0.4 | -0.34 | 2.1 | 8%
NC(=O)c1ccc2nc(NC(=O)c3ccc(N)cc3)sc2c1 | nt | 3% | i | 0 | -1.7% | -1.0 | 1069 | -0.67 | 1073 | 2.1 | 1.7 | 4.8 | 2.1 | -0.31 | 1 | -1.6 | 5%
C=CCN(CC=C)CCCOc1ccc(Br)cc1Cl | 0.1% | -7% | i | -20 | -2.0% | 3.3 | 907 | -0.39 | 1563 | 3.3 | 1.7 | 7.2 | -0.88 | -0.13 | -0.41 | 0.29 | 5%
Cc1cc(C)nc(SCc2ccc3nonc3c2)n1 | 1.7% | -13% | i | 5 | -3.2% | 0.4 | 1145 | 0.32 | 1039 | 3.0 | 1.3 | 7.8 | -0.74 | -0.26 | 0.089 | 0.18 | -3%
CCN(CC)c1ccc2cc(-c3nc(-c4ccc(OC)cc4)cs3)c(=O)oc2c1 | nt | -1% | nt | nt | 1.9% | -4.3 | 1184 | nt | nt | 5.2 | 4.7 | 0.5 | -5.1* | -0.35* | -3.5* | -0.63* | 0%
O=c1cc(CN2CC(O)Cc3ccc4ccccc4c32)nc2sccn12 (stereo unspecified) | -0.1% | 1% | i | 20 | 3.3% | -0.6 | 1134 | -0.5 | 1178 | 6.7 | 2.2 | 2.0 | 1.3 | 0.43 | 0.85 | -0.52 | -2%
CCOc1ccccc1/C=c1\sc2ncnn2c1=O | 0.4% | 40% | i | 14 | 5.6% | 1.0 | 1244 | -0.03 | 1647 | 5.3 | 3.7 | 4.7 | -0.26 | -0.32 | -0.11 | 0.45 | 1%
CCc1nnc(NC(=O)CCN(c2ccc(C)cc2)S(=O)(=O)c2ccccc2)s1 | 3.2% | -16% | i | -6 | -0.9% | -4.1 | 990 | 0.45 | 1308 | 1.2 | 1.6 | 2.9 | 1.6 | -0.28 | 0.46 | -0.64 | -5%
